XiGFP reactiv = activators of inactive X chromosome reactivation, primary screen, imaging, XiGFP fibroblasts, GFP high-content imaging, set 2. XiGFP mouse fibroblasts, % GFP-positive cells imaging, 3 d; cells co-treated with 5-aza-dC sensitizer; scaled so ellipticine positive control = 100%. activation, % at 7.58 µM. 360,000 tested, 0.055% active. AID 743238, 2013;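 active = mean normalized replicate activation at least 10% and every replicate at or above 10%; inconclusive = only one of the two criteria met; inactive = mean below 10% and not all replicates reach 10%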;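 note: 0% = median of on-plate neutral control wells and 100% = ellipticine 6 µM median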
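System: XiGFP fibroblasts, SV40-immortalized. Medium: DMEM plus 5-aza-dC sensitizer. Doses: single point. Timing: 3 d treatment, 15 min room-temperature fixation. Control set: ellipticine 6 µM.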
DENV2 CPE rescue = inhibitors of DENV2 cytopathic effect, primary screen, cell-based, plate reader, single concentration; DENV2-infected cells, cytopathic effect rescue; CPE inhibition, % at 9.99 µM; 350,000 tested, 1.7% active; AID 651640, 2012; in the data active = CPE inhibition above about 20%, passing the limit was not always enough; inconclusive = no clear call, values can overlap the other calls; tested in BHK-21 cells;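 note: 0% = median of neutral control wells and 100% = median of positive control wells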
ERp5 inh = inhibitors of ERp5-driven insulin aggregation, primary screen, biochemical, turbidity, absorbance 650 nm, single point; inhibition, % at 9.99 µM; 90 min; AID 651711, 2012; 350,000 tested, 0.05% active;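 active = mean replicate inhibition above about 25%, with every replicate also reaching it, limit read from the data, passing the limit was not always enough; inconclusive = only one of those two criteria met; inactive = neither criterion met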
Target sequence (Q15084 whole entry, looked up): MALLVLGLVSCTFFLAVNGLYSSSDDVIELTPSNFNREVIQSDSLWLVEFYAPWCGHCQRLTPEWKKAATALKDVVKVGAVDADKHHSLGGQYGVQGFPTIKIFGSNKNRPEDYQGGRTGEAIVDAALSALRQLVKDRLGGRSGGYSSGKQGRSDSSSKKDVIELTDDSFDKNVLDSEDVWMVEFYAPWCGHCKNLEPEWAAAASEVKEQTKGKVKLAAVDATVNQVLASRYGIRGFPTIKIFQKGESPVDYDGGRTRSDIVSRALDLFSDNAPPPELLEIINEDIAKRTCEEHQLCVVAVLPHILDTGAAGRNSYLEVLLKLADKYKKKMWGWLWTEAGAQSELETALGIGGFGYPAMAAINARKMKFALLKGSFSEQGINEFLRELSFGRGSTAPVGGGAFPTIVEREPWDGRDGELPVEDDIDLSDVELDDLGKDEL
F508del corr = F508del CFTR correction, initial screen, CFBE line, single point; CFBE cells, YFP halide quenching; stimulated with forskolin plus potentiator P3; % fluorescence drop versus neutral controls; activity (quench increase), % at 7.58 µM; 350,000 tested, 0.36% active; AID 720511, 2013;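 active = mean added fluorescence quench of at least 8% versus neutral control, with both replicates also reaching 8%; inconclusive = only one of the mean or replicate conditions met; inactive = mean below 8% and not both replicates reaching 8%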;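 note: cells transiently co-express mutant CFTR-F508del with the halide-sensitive YFP; corrector assay measuring rescue of mutant channel to the surface after 24 h compound exposure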
ARNT TACC3 PPI = disruptors of ARNT/TACC3 protein interaction, primary screen, biochemical, AlphaScreen, single concentration | Transforming acidic coiled-coil-containing protein 3 (Homo sapiens), Q9Y6A5 | AlphaScreen His-ARNT PAS-B/GST-TACC3 binding, luminescence; TACC3 fragment carries E629A point mutation | inhibition, % at 9.99 µM | 390,000 tested, 0.66% active | AID 623870, 2012;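 active = mean inhibition of replicates at least 50% and at least half of replicates each reaching 50%; inconclusive = half or more replicates reach 50% but mean below 50%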;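 note: 0% = complete ARNT plus TACC3 wells and 100% = ARNT alone without TACC3; many hits fall short of the cut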
EWS-Fli inh = EWS/Fli-driven NR0B1 reporter inhibitors, primary screen, A673 cells, NR0B1 luciferase, luminescence, MLPCN library | viability-normalised | 350,000 tested, 0.67% active | inhibition, % at 12.6 µM;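 active = mean inhibition of at least 50% after viability correction, with every replicate also passing that limit; inconclusive = mean reaches 50% but only one of two replicates passes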;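 note: firefly luciferase signal divided by Alamar Blue viability fluorescence both relative to DMSO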
INS-1E GSIS act = GLuc luminescence reporter in INS-1E cells, primary screen for activators of glucose-dependent secretion of insulin; INS-1E GLuc reporter insulin secretion, 2-3 h; activation, % at 16.6 µM; 370,000 tested, 0.61% active; AID 743287, 2014;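 active = lowest replicate activation of at least 40%, so every replicate reaches that level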;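 note: 0% = median of neutral control wells and 100% = median of IBMX positive control wells; some compounds called inactive have numbers as strong as hits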
PAX8 inh HTS = inhibitors of PAX8-driven TPO luciferase reporter, primary screen, RMG-I cells, single concentration; SteadyGlo, 24 h; inhibition, % at 12.6 µM; 360,000 tested, 1.2% active; AID 652154, 2013;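 active = mean replicate inhibition at least 60% with every replicate also reaching 60%; inconclusive = only one of the two criteria is met; inactive = mean below 60% and not all replicates reaching 60%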;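 note: luciferase light reporting Pax8 driven TPO promoter activity; plate controls were median of neutral control wells for no effect and mitoxantrone controls for full effect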
* hit, by the source's call; u = inconclusive; x = no result given.

SMILES	XiGFP reactiv	DENV2 CPE rescue	ERp5 inh	F508del corr	ARNT TACC3 PPI	EWS-Fli inh	INS-1E GSIS act	PAX8 inh HTS
Cc1cc2c(cc(C(=O)OC(C)C(=O)NCc3ccc(F)cc3)n2C)o1 (stereo not drawn)	-0.3	0	-18	29*	5	-1	2	2
O=C1CCc2cc(S(=O)(=O)N3CCCC3C(=O)N3CCN(c4ccccc4)CC3)ccc2N1 (stereo not drawn)	1.4	0	7	0.6	-4	2	x	14
Cc1ccc(S(=O)(=O)NC2(C(F)(F)F)NC(=O)N(Cc3ccccc3)C2=O)cc1 (stereo not drawn)	0.0	-3	4	0.4	-4	-2	-8	11
O=Cc1cc(Cl)ccc1OCCN1CCC(Cc2ccccc2)CC1	0.1	-1	0	x	1	26	x	1
Cc1cccc(NC(=O)c2ccc(S(=O)(=O)N3CCC(C)CC3)cc2)n1	0.1	-4	1	-2.0	x	13	-30	28
C[C@H](NC(=O)N1CCn2c1nc1ccccc12)C(=O)NCC1CCCO1 (stereo partly drawn)	0.1	3	0	0.9	2	-11	0	-8
CS(=O)(=O)Nc1ccc2c(c1)[C@@H]1C[C@@H](CC(=O)NCc3cccnc3)O[C@@H](CO)[C@@H]1O2	0.2	-2	-2	1.2	-8	-4	1	-12
Cc1cc(C)n(-c2ccc(Cl)c(C(=O)NCc3ccccc3)n2)n1	-0.1	5	2	1.9	23	24	2	0
COc1cc(C(=O)NC2CCCC(C)C2C)ccc1OCC(=O)N1CCOCC1 (stereo not drawn)	0.2	-2	0	0.1	-3	-6	4	2
O=C(COc1cccc([N+](=O)[O-])c1)NN1C(=O)c2ccccc2C1=O	-0.1	-3	3	-1.0	-6	-1	1	6
O=C(CSc1nnc2ccc(-c3cccnc3)nn12)Nc1ccccc1	0.0	-2	-2	1.6	-4	-4	-2	8
CCC(=O)c1ccccc1OCCN1C(=O)NC(C)(C)C1=O	x	4	-4	0.9	-5	8	45	x
FC(F)Oc1ccc(-c2csc(NNC3=NCCCCC3)n2)cc1	0.0	-3	3	-0.5	x	-38	3	-21
CCCc1ccc(C(=O)NNc2ccccc2F)cc1	0.2	-10	-1	-1.6	-5	-54	12	-106
Cc1cc(C(=O)CSc2nc3ccc(Cl)cc3[nH]2)c(C)n1Cc1ccco1	1.8	4	-3	1.9	3	12	-25	6
CCc1nc2ccc(C(=O)NCCNC(C)=O)cn2c1N(C)Cc1ccc(OC)cc1	-0.1	5	1	3.4	x	-1	-7	-13
C[C@@H]1CCn2cc(nn2)COC[C@@H](c2ccccc2)NC1=O	0.2	x	x	x	x	-1	6	5
CCCCOc1ccc(C(=O)N/N=C/c2cn[nH]c2-c2ccc(OC)c(OC)c2)cc1	0.0	-17	2	-1.8	-1	16	6	10
CC(C)CC(=O)N(c1nnc(-c2cccnc2)s1)C1CCCC1	0.0	4	1	1.9	2	-3	7	6
OC[C@H](O)[C@H](O)[C@@H](O)[C@@H](O)[C@@H]1SC(c2ccccc2)=NN1c1ccccc1	0.0	6	-5	-1.3	-3	-4	13	15
COc1cc([N+](=O)[O-])cc([N+](=O)[O-])c1NC(=O)N1CCOCC1	0.3	-1	-7	2.2	-38	2	9	-29
CCC(=O)N1C[C@H](C)[C@@H](OC)CN(C)C(=O)c2cc(NC(=O)c3ccccc3)ccc2OC[C@@H]1C	-0.2	7	-1	-2.4	-2	-4	7	x
C[C@]12CCC(=O)C=C1[C@H](O)C[C@@H]1[C@@H]2[C@@H](O)C[C@@]2(C)[C@H]1CC[C@]2(O)C(=O)CO	0.2	-3	-2	3.2	-29	-1	-9	-7
Nc1nnc(SCC(=O)NCCNC(=O)CSc2nnc(N)s2)s1	0.4	8	2	1.5	-7	-8	2	x
O=C(CN1C(=O)COc2ccccc21)NCCCN1CCN(c2ccccc2F)CC1	0.0	u	4	-0.4	x	x	9	5
O=c1[nH]cccc1-c1nc2ccccc2n1Cc1ccc(F)cc1	0.1	3	-2	-0.2	-1	0	12	-2
C[C@@H]1CN([C@@H](C)CO)C(=O)c2cccc(NC(=O)NC3CCCCC3)c2O[C@@H]1CN(C)C(=O)Nc1ccc(C(F)(F)F)cc1	0.1	18	-4	-0.9	0	5	-21	38
CC1CCN(C(=O)COC(=O)c2ccc(=O)n(Cc3ccccc3)n2)CC1	-0.1	-4	15	0.2	1	3	-15	-5
CCCc1ccc(NC(=O)C2CCN(c3cnccn3)CC2)cc1	0.2	0	-1	-1.2	0	x	13	-19
Cc1cc(C(=O)Nc2cccc3c2O[C@@H](CN(C)Cc2ccc(C(F)(F)F)cc2)[C@H](C)CN([C@@H](C)CO)C3=O)n(C)n1	0.0	6	-4	0.0	0	-10	13	10
CN(Cc1ccno1)Cc1cn(Cc2ccccc2)nc1-c1ccc2c(c1)OCO2	0.0	0	3	0.7	5	-5	-7	17
O=C(O)c1ccc(COc2ccc3ccccc3c2/C=C2/NC(=O)N(Cc3ccc(F)cc3)C2=O)cc1	0.2	20	-2	-0.1	-1	2	2	14
Nc1c(-c2ccc(Cl)cc2)cnc2c(-c3ccc(F)cc3)cnn12	-0.1	-9	4	-1.1	0	-125	5	-128
O=C(Cc1c(F)cccc1Cl)Nc1cccnc1	x	x	0	-3.2	-4	8	1	x
COc1ccc(CNC(=O)[C@H](Cc2c[nH]c3ccccc23)NC(=O)[C@@H]2Cc3ccccc3CN2)cc1	x	1	3	-0.5	1	12	1	x
O=C([C@@H]1N[C@@H]2c3ccc(C4=CCCC4)c(=O)n3C[C@@H]2[C@H]1CO)N1CCc2ccccc2C1	0.6	-3	5	0.8	6	2	-3	x
Cn1cc([N+](=O)[O-])c(C(=O)NC2CCCCCC2)n1	0.1	6	-15	0.5	4	2	23	7
Cc1onc(C(=O)NCc2cccs2)c1[N+](=O)[O-]	0.0	-5	1	1.8	-2	7	1	8
O=C(c1cc2ccccc2oc1=O)N1CCN(C(=O)C2CCCO2)CC1 (stereo not drawn)	x	0	-2	0.3	1	1	-2	x
Cc1ccc(S(=O)(=O)N(C)C[C@H]2Oc3ccc(N(C)C)cc3C(=O)N([C@H](C)CO)C[C@@H]2C)cc1	-0.1	17	-2	-0.4	-3	x	-10	6
O=S(=O)(c1ccc(F)cc1)N1CCCCN2[C@H](CO)[C@@H](c3ccc(-c4cncnc4)cc3)[C@H]2C1	0.1	-6	1	1.3	-3	-3	2	-3
CC(=O)N1CCN(c2ccc(NC(=O)c3ccc4c(c3)OCCO4)cc2)CC1	x	x	6	2.7	-4	-9	-6	x
CCC(/C=N/Nc1ccc(S(=O)(=O)N2CCCC2)cc1[N+](=O)[O-])CC	-0.1	11	2	1.5	1	-3	0	22
Cc1nc([N+](=O)[O-])c(Sc2nc3ccccc3n2C)n1Cc1ccccc1	0.4	1	1	x	12	x	1	45
COc1ccc(C(=O)Oc2ccc(/C=N/NC(=O)Cc3ccc([N+](=O)[O-])cc3)cc2)cc1	0.0	x	x	x	-1	x	46*	2
COc1ccccc1NS(=O)(=O)c1cc2c3c(c1)CC(=O)N3CCC2	0.0	-2	2	4.1	-1	x	-6	-3
O=C(N/N=C/c1ccc(OC(=O)c2ccc([N+](=O)[O-])cc2)cc1)c1cccnc1	0.1	-3	-7	0.9	4	-3	-3	1
NCC[C@@H]1CC[C@@H](NC(=O)NC2CCCCC2)[C@@H](CO)O1	0.2	-2	-2	3.4	2	-3	-3	-5
Cn1cnc(S(=O)(=O)N[C@H]2CC[C@H](CC(=O)Nc3ccccc3)O[C@@H]2CO)c1	0.4	0	5	2.5	-6	2	17	x
CCOC(=O)[C@@H]1[C@H]2COc3cc(OC)ccc3[C@@H]2N2C(=O)N(c3ccc(F)cc3)C(=O)[C@]12C	0.2	x	0	-0.3	-2	-4	x	7
CC(=O)OC(C(=O)NC1CCCCC1)c1cccc(F)c1 (stereo not drawn)	0.3	x	-5	3.2	-4	-12	4	-1
Cc1ccnc(SCc2cn3c(C)cc(C)nc3n2)n1	0.2	10	-6	-3.9	-5	-1	11	7
Cc1noc(C)c1NC(=O)Nc1ccc2c(c1)C(=O)N([C@H](C)CO)C[C@H](C)[C@H](CN(C)S(=O)(=O)c1cn(C)cn1)OCCCC[C@H](C)O2	-1.2	-2	-1	-0.5	-7	-10	7	10
COc1cccc(C2=CC(c3ccccc3)n3nnnc3N2)c1 (stereo not drawn)	x	-1	-5	15*	-53	14	11	x
O=C(CS(=O)CC(=O)N(CC(=O)NC1CCCC1)c1ccccc1F)Nc1ccc(F)cc1 (stereo not drawn)	0.0	-6	2	1.1	-28	-8	12	-4
N#C[C@@H]1[C@H](c2ccccc2-c2cccc(F)c2)[C@@H](CO)N1C(=O)C1CC1	0.0	u	4	0.8	x	5	-4	x
Cc1ccc(S(=O)(=O)N(C)C[C@H]2Oc3ccc(NC(=O)CCCN(C)C)cc3CC(=O)N([C@H](C)CO)C[C@H]2C)cc1	0.2	-2	2	3.6	5	1	-2	-1
O=C(N[C@H]1C=C[C@H](CC(=O)N2CCCCC2)O[C@@H]1CO)c1ccc2c(c1)OCO2	0.0	3	5	-0.1	3	1	1	3
COc1ccccc1CN1[C@@H]2c3ccc(C4=CCCC4)c(=O)n3C[C@H]1[C@H](CO)[C@H]2C(=O)N(C)C	0.2	5	-5	x	0	2	2	8
N#Cc1cccc(NC(=O)COC(=O)Cn2nc(-c3ccccc3)oc2=O)c1	0.2	4	-3	0.4	2	-5	x	-4
Next records follow:
SMILES	XiGFP reactiv	DENV2 CPE rescue	ERp5 inh	F508del corr	ARNT TACC3 PPI	EWS-Fli inh	INS-1E GSIS act	PAX8 inh HTS
O=C(/C=C/c1ccccc1)Nc1cccnc1Cl	0.1	5	3	0.3	-14	-108	6	-124
O=C(C[C@@H]1C[C@@H]2c3cc(NC(=O)C4CCOCC4)ccc3O[C@@H]2[C@@H](CO)O1)NCc1cc(F)ccc1F	0.2	0	-2	-0.8	-5	4	1	-11
CC(C)NS(=O)(=O)c1ccc(OCC(=O)NCc2ccco2)cc1	0.1	0	0	-1.0	29	-6	3	-6
CN(C)C(=O)C[C@H]1CC[C@H]2[C@H](COc3ccc(NC(=O)C4CCC4)cc3C(=O)N2C)O1	0.0	1	4	-0.9	x	-2	-4	x
O=C(CSc1ncccn1)NC(=O)c1ccccc1	-0.1	u	12	0.5	-2	1	11	-10
Cn1c(N/N=C2\CCCc3ccccc32)nc2c1c(=O)n(Cc1ccc(F)cc1)c(=O)n2C	0.0	x	x	2.5	x	1	-19	2
COc1ccc(-c2cc(=O)c3cc(F)ccc3[nH]2)cc1	0.0	0	-3	1.0	-21	-48	8	-10
Cc1csc(=O)n1CCC(=O)OCC(=O)N(C)c1c(N)n(Cc2ccccc2)c(=O)[nH]c1=O	0.1	13	-8	2.9	x	-4	x	-10

Screening data deposited in PubChem BioAssay by Broad Institute.
